# TbPYK inhibitor = qHTS of Trypanosoma Brucei Inhibitors. pyruvate kinase (Trypanosoma brucei), Q57TT1. 410,000 tested, 0.12% active. TbPYK enzyme, Kinase-Glo Plus ATP luminescence, 45 min. Potency, µM (series often up to 76.8 µM), for the others: at the highest dose activity, negative = inhibition, hits mostly inhibitors. AID 624173, 2012; note: potency is the fitted concentration of half-maximal effect; nearly all actives have a fitted effect of over 50% in size
#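 Activity of T. brucei pyruvate kinase was followed by Kinase-Glo Plus luminescence after the enzyme reacted 45 min at room temperature with 130 uM ADP (final) and substrate. Test compounds were added before ADP at multiple concentrations.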
# AmpC no deterg = qHTS Inhibitors of AmpC Beta-Lactamase (assay without detergent) | AmpC nitrocefin hydrolysis, absorbance 480 nm, 0.0001% Triton | Potency, µM (top dose mostly 57.1 µM), without a hit: top-dose activity change, negative = inhibition, usual class: inhibitors | 330,000 tested, 0.52% active | AID 485341, 2010;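 note: potency is the fitted concentration of half-maximal effect; plate controls were no compound for no effect and no enzyme for full effect; nearly all actives have a fitted effect of over 20% in size; some results filed as inactive show a strong effect at the top dose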
# Target sequence (P00811 whole entry, looked up): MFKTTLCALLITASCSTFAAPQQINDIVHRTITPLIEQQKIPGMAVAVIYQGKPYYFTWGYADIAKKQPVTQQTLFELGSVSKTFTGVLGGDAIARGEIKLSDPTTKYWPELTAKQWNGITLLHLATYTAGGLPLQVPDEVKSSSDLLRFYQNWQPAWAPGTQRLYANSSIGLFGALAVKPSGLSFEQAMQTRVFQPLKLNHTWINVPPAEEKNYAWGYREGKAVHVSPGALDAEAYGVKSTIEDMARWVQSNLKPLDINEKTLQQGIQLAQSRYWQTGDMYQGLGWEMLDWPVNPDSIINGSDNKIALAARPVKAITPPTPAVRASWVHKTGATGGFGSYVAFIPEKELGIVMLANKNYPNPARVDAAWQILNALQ
#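 20 mM phosphate pH 7.0 + 0.01% (detergent screen) or 0.0001% Triton X-100; 5.3 nM AmpC reagent; cpd preinc 15 min RT; nitrocefin (800 uM stock) to start; A480 q20 s × 4 min; Activity was normalised to no-enzyme and no-compound control wells.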
# AMA1-RON2 inh = qHTS for Inhibitors of AMA1-RON; Towards Development of Antimalarial Drug Lead: Primary Screen; Plasmodium falciparum AMA1 (3D7) - RON2 peptide interaction; AlphaScreen AMA1-biotinylated RON2 peptide binding; Potency, µM (top dose mostly 58.2 µM), inactives show at the highest dose activity change, negative = inhibition, actives largely listed as inhibitors; 360,000 tested, 0.2% active; AID 720542, 2013;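 note: potency is the fitted concentration of half-maximal effect; 0% = vehicle wells and -100% = peptide control; nearly all actives have a fitted effect of over 45% in size; some results filed as inactive show a strong effect at the top dose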
#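 AMA1 (3D7) with his tag at 25 nM final met compounds first, then biotinylated RON2 peptide at 25 nM; detection used donor plus acceptor beads, 10 µg/mL apiece, read by AlphaScreen after 30 min at room temperature.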
# HCMV inh = qHTS Assay for inhibitors of the human cytomegalovirus (HCMV). HFF cells, HCMV-luciferase reporter, 72 h; hits give low values. activity change, negative = inhibition, % at 57.5 µM. 410,000 tested, 4.5% active; in the data active = activity change below about -60%; inconclusive = no clear call, values can overlap the other calls; inactive = above about -39%
#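 Two-dose cell screen: HFF monolayers treated with compounds and infected with luciferase-expressing HCMV at 1 PFU/cell, 72 h at 37C, then lysed for luciferase measurement.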
# AmpC inh detg = qHTS Inhibitors of AmpC Beta-Lactamase (assay with detergent). Potency, µM (highest dose often 114 µM), for the others: top-dose activity change, negative = inhibition, hits mostly inhibitors. 370,000 tested, 0.041% active. P00811. AmpC hydrolysis of nitrocefin, absorbance 480 nm, 0.01% Triton;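 note: potency is the fitted concentration of half-maximal effect; 0% = no-compound wells and -100% = no-enzyme wells; nearly all actives have a fitted effect of over 25% in size; some results filed as inactive show a strong effect at the top dose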
#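 20 mM phosphate pH 7.0 + 0.01% (detergent screen) or 0.0001% Triton X-100; 5.3 nM AmpC reagent; cpd preinc 15 min RT; nitrocefin (800 uM stock) to start; A480 q20 s × 4 min; Activity was normalised to no-enzyme and no-compound control wells.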
# HCV inhibitor = qHTS Assay for Inhibitors of Hepatitis C Virus (HCV); AID 651820, 2012; Potency, µM (series often up to 41.8 µM), for the others: at the top dose activity change, negative = inhibition, most hits filed as inhibitors; 340,000 tested, 3.4% active; Huh7.5.1 HCVcc-Cre infection, luciferase reporter, 44 h; note: potency is the fitted concentration of half-maximal effect
#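 Infectious HCV cell culture screen: compound-treated cells (1,000/well, pre-plated 4 h) are infected with HCVcc-Cre at roughly 0.5 moi and grown 44 h. Infection is quantified by luciferase signal after 15 min substrate incubation at room temperature.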
# LmPK inh = qHTS Assay for Inhibitors of Leishmania Mexicana Pyruvate Kinase (LmPK) | Q27686 | 290,000 tested, 0.37% active | purified LmPK, Kinase-Glo ATP luminescence, 1 h | Potency, µM (top dose mostly 57.5 µM), without a hit: at the highest dose activity change, negative = inhibition, usual class: inhibitors; note: potency is the fitted concentration of half-maximal effect
# Target sequence (Q27686 whole entry, looked up): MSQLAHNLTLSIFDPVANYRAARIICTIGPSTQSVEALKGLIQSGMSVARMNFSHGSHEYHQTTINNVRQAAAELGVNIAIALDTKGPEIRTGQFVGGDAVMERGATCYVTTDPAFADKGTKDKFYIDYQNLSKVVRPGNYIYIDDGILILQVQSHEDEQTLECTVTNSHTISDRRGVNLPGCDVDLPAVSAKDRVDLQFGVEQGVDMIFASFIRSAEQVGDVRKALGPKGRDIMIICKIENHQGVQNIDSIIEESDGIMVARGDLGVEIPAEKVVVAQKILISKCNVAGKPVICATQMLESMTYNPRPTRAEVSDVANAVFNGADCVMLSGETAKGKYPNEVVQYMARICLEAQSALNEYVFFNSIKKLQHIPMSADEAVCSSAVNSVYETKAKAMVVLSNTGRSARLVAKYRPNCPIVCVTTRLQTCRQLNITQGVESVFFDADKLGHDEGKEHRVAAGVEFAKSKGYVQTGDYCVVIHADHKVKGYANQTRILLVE
#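 Screened at intermediate enzyme activity to detect both inhibitors and activators: LmPK at 0.1 nM, with a 0.5 nM enzyme column as activation reference. PEP 0.5 mM, ADP 0.1 mM; ATP detected by luminescence after 1 h.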
# Numbers without * were called inactive; ? = inconclusive; . = not tested or not shown; & = joins results of further samples; [ ] = dose if it differs, or a comment. Unless noted, calls come from the whole dose curve; as a rule, active = well fitted curve in the direction sought with a large enough effect; inconclusive = small, poorly fitted or top-dose-only effect, or another doubt; inactive = no such curve, though single readings can be large; an effect the other way counts as inactive or inconclusive. Unless noted, % is set by controls: 0 for no effect and ±100 for the full control effect. Random draw from the library; overall some 7.5% were active at least once.
SMILES,TbPYK inhibitor,AmpC no deterg,AMA1-RON2 inh,HCMV inh,AmpC inh detg,HCV inhibitor,LmPK inh
COc1ccc(CNC(=O)COC(=O)C2CC2C)cc1OC (stereo unspecified),-3%,-9%,7%,-1,-7%,-7%,.
CC(=O)c1cccc(NS(=O)(=O)c2cc(-c3cnc(C4CC4)o3)ccc2C)c1,2%&-3%,-40%,-9%,-31&-34,-3%&-3%,9%,5%
COc1cc2c(cc1OC)C(c1ccccc1)N(C(=O)c1cccc(S(C)(=O)=O)c1)CC2 (stereo unspecified),0%,144%[activator],-2%,17,?,-1%,0%
O=C(/C=C/Nc1ccccc1)c1ccccc1,-22%,-13%,5%,16,5%,4%,7.9µM*
O=C(Nc1nnc(SCC(=O)N2CCOCC2)s1)C1CC(=O)N(c2ccccc2)C1 (stereo unspecified),2%,-5%,8%,?,-5%,-1%,3%
CC1CC(C)CN(c2nc3c(c(=O)n(C)c(=O)n3C)n2CCSc2ncccn2)C1 (stereo unspecified),-16%,-19%,0%,4,?,18%,1%
CCOc1cc(NC(=O)C2CCCO2)c(OCC)cc1NC(=O)C1CC1 (stereo unspecified),0%,25%,-10%,-14,8%,-21%,5%
CN(CCc1ccccc1)C(=O)CC1C(=O)NCCN1Cc1ccccn1 (stereo unspecified),-16%,.,111%[activator],-15,.,.,.
CCCNC(=O)c1ccc2c(c1)nc1n2CCCCC1,-4%,.,.,48,24%,.,.
Cc1ccc(NC(=O)C2CC(=O)N(C(C)c3ccccc3)C2)cc1 (stereo unspecified),9%,25%,-17%,-19,5%,-2%,.
O=C(COc1cccc(F)c1)Nc1nc(-c2cccnc2)cs1,4%,-23%,33%[activator],-7,3%,-10%,.
CCN(CC)c1ccc(C=Nc2cc(C)cc(C)c2)c(O)c1,-7%,0%,4%,-26,8%,-4%,-1%
Cn1c(=O)[nH]c(=O)c2c1nc(N1CCCC1)n2CCSc1nc2ccccc2[nH]1,.,1%,.,.,0%,.,3%
Cc1ccc(S(=O)(=O)Nc2ccc(C(OC(=O)c3ccccc3[N+](=O)[O-])(C(F)(F)F)C(F)(F)F)cc2)cc1,-6%,-34%,-9%,-1,0%,?,4%
c1ccc2c(Nc3nc(N4CCOCC4)c4ccccc4n3)cccc2c1,2%,-17%,-8%,-32,-11%,?,-1%
COCCN1CN=C(Nc2nc(C)c3ccc(C)cc3n2)NC1,.,-30%,.,.,-13%,.,-7%
COc1ccc(CNC(=O)CN(C2CCCCC2)S(C)(=O)=O)cc1,-9%,-9%,1%,-25,0%,-3%,-6%
Cc1ccc(N2C(=O)c3ccccc3C2Nc2ccccc2)nc1 (stereo unspecified),-4%,-3%,0%,28,?,-19%,5%
Cc1nn(-c2ccccc2)c(Cl)c1/C=N/NC(=O)c1ccnn1C,2%,-19%,1%,50,1%,8%,-3%
Cc1cccc(-n2c(CCc3ccccc3)nnc2SCC(=O)c2ccccc2)c1,?,14%,26%,-11,-5%,6%,-3%
O=C(O)CCCC(=O)Nc1ccccc1Br,3%,-9%,6%,13,?,9%,3%
CC(=O)N1CCOc2ccc(S(=O)(=O)N3CCC(C(=O)Nc4cc(C)ccc4C)CC3)cc21,1%,70%[activator],-3%,-64*,-3%,-12%,-3%
Cc1c(C(=O)NCc2ccco2)cccc1[N+](=O)[O-],-15%,-11%,-4%,2,?,?,4%
CCn1c(SCC(=O)Nc2cc(OC)ccc2OC)nnc1C1CCCCC1,-1%,32%,-15%,?,2%,-2%,5%

# A portion of the results above, for reference:
SMILES,TbPYK inhibitor,AmpC no deterg,AMA1-RON2 inh,HCMV inh,AmpC inh detg,HCV inhibitor,LmPK inh
O=C(/C=C/Nc1ccccc1)c1ccccc1,-22%,-13%,5%,16,5%,4%,7.9µM*
O=C(Nc1nnc(SCC(=O)N2CCOCC2)s1)C1CC(=O)N(c2ccccc2)C1 (stereo unspecified),2%,-5%,8%,?,-5%,-1%,3%
CC1CC(C)CN(c2nc3c(c(=O)n(C)c(=O)n3C)n2CCSc2ncccn2)C1 (stereo unspecified),-16%,-19%,0%,4,?,18%,1%
CCOc1cc(NC(=O)C2CCCO2)c(OCC)cc1NC(=O)C1CC1 (stereo unspecified),0%,25%,-10%,-14,8%,-21%,5%
CN(CCc1ccccc1)C(=O)CC1C(=O)NCCN1Cc1ccccn1 (stereo unspecified),-16%,.,111%[activator],-15,.,.,.
CCCNC(=O)c1ccc2c(c1)nc1n2CCCCC1,-4%,.,.,48,24%,.,.
Cc1ccc(NC(=O)C2CC(=O)N(C(C)c3ccccc3)C2)cc1 (stereo unspecified),9%,25%,-17%,-19,5%,-2%,.
O=C(COc1cccc(F)c1)Nc1nc(-c2cccnc2)cs1,4%,-23%,33%[activator],-7,3%,-10%,.
CCN(CC)c1ccc(C=Nc2cc(C)cc(C)c2)c(O)c1,-7%,0%,4%,-26,8%,-4%,-1%
Cn1c(=O)[nH]c(=O)c2c1nc(N1CCCC1)n2CCSc1nc2ccccc2[nH]1,.,1%,.,.,0%,.,3%
Cc1ccc(S(=O)(=O)Nc2ccc(C(OC(=O)c3ccccc3[N+](=O)[O-])(C(F)(F)F)C(F)(F)F)cc2)cc1,-6%,-34%,-9%,-1,0%,?,4%
c1ccc2c(Nc3nc(N4CCOCC4)c4ccccc4n3)cccc2c1,2%,-17%,-8%,-32,-11%,?,-1%
COCCN1CN=C(Nc2nc(C)c3ccc(C)cc3n2)NC1,.,-30%,.,.,-13%,.,-7%

# Continuation.
SMILES,TbPYK inhibitor,AmpC no deterg,AMA1-RON2 inh,HCMV inh,AmpC inh detg,HCV inhibitor,LmPK inh
CCOC(=O)Nc1cccc(Cl)c1C,4%,-14%,25%,-24,-9%,14%,-7%
Cc1cccc(CN2CCN(c3nc4nonc4nc3NC3CC3)CC2=O)c1,2%,-1%,13%,34,5%,-18%,5%
Cc1ccc(CNC(=O)C2CCN(S(=O)(=O)c3cccs3)CC2)cc1,-5%,-9%,-2%,?,-6%,-9%,5%
COc1ccc(C2(CNC(=O)c3ccc(OC)c([N+](=O)[O-])c3)CCOCC2)cc1OC,-9%,36%,-17%,10,?,2%,2%
COCC(=O)N(C)C1(c2nnnn2CCOC(=O)Nc2ccc(Cl)cc2)CCCC1,6%,22%,14%,-22,0%,-9%,1%
COc1cc(OC)cc(-c2nnc(NC(=O)Cc3ccc(F)cc3)o2)c1,-2%,-20%,118%[activator],-12,0%,14%,-3%
CC(=O)OC[C@H]1O[C@@H](O/N=C(\C)CCN2CCCCc3nc(C)c(C)cc32)[C@H](OC(C)=O)[C@@H](OC(C)=O)[C@@H]1OC(C)=O,.,239%[activator],.,.,0%,0%[8.37 µM],5%
CCCCCC(=O)NC(=S)Nc1ccccc1C(=O)OC,-1%,.,16%,-12,-2%,15%,-5%
Cc1ccc2[nH]c(=O)cc(C(=O)OCC(=O)c3ccc(F)cc3)c2c1,0%,-26%,2%,-19,0%,?,2%

# Three compounds drawn at random from the list so far:
SMILES,TbPYK inhibitor,AmpC no deterg,AMA1-RON2 inh,HCMV inh,AmpC inh detg,HCV inhibitor,LmPK inh
CCOc1cc(NC(=O)C2CCCO2)c(OCC)cc1NC(=O)C1CC1 (stereo unspecified),0%,25%,-10%,-14,8%,-21%,5%
CCn1c(SCC(=O)Nc2cc(OC)ccc2OC)nnc1C1CCCCC1,-1%,32%,-15%,?,2%,-2%,5%
O=C(COc1cccc(F)c1)Nc1nc(-c2cccnc2)cs1,4%,-23%,33%[activator],-7,3%,-10%,.

# Bioassay records deposited in PubChem by National Center for Advancing Translational Sciences (NCATS).
